Compound activity: PubChem, Broad Institute
Statin myotox sup = suppressors of statin myotoxicity in C2C12 myotubes, primary screen, cell-based, single point, plate reader. 330,000 tested, 0.78% active. AID 602340, 2012. rescue of ATP level, % at 7.49 µM. C2C12 myotubes + simvastatin, ATP luminescence, 48 h; scaled: DMSO 0, geranylgeraniol control 100;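 active = mean ATP rescue above about 67%, or every replicate alone reaching that limit, limit read from the data, passing the limit was not always enough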;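 also: myotubes were challenged with 10 µM simvastatin during compound exposure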
ARNT TACC3 PPI = disruptors of ARNT/TACC3 protein interaction, primary screen, biochemical, AlphaScreen, single concentration | AlphaScreen His-ARNT PAS-B/GST-TACC3 binding, luminescence; TACC3 fragment carries E629A point mutation | inhibition, % at 9.99 µM | 390,000 tested, 0.66% active | AID 623870, 2012;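 active = mean inhibition of replicates at least 50% and at least half of replicates each reaching 50%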;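 also: 0% = complete ARNT plus TACC3 wells and 100% = ARNT alone without TACC3; many hits fall short of the cut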
SIRT5 inh = SIRT5 desuccinylase inhibitors, primary screen, biochemical, fluorescence imaging, single point, set 5 | 330,000 tested, 1.1% active | inhibition, % at 15 µM | NAD-dependent protein deacylase sirtuin-5, mitochondrial (Homo sapiens), Q9NXA8 | Purified SirT5, succinyl-peptide AMC, trypsin-coupled fluorescence; in the data active = inhibition above about 15%
Target sequence (Q9NXA8 whole entry, looked up): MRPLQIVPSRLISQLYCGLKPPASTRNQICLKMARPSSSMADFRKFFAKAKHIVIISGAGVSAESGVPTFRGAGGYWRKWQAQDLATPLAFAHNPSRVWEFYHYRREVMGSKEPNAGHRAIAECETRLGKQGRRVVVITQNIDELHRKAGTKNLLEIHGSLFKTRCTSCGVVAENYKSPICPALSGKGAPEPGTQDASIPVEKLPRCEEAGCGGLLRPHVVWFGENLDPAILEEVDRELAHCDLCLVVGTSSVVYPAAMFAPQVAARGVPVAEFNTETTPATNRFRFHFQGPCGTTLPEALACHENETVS
Cneo AK release = Cryptococcus neoformans cell lysis inducers, primary screen, AK release luminescence, single concentration | AID 651654, 2012 | 360,000 tested, 0.2% active | lysis activity, % at 15 µM | C. neoformans lysis, adenylate kinase release luminescence, 4 h; normalised: neutral wells 0, clomiphene wells 100;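 active = mean lysis activity across replicates of at least 80%, whatever share of replicates individually reach that level; inactive = mean lysis activity below 80%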
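Material – log-phase Cryptococcus neoformans yeast cells · Input – 5 × 10^6 yeast cells/mL · Medium – fresh YPD growth medium · Doses – single compound concentration per well · Timing – static 4 h at 37 °C with compound, 1 h detection · Detection – adenylate kinase release luminescence · Read-out – signal increase indicating cell lysis · Control set – Clomiphene as positive lysis control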
ERp5 inh = inhibitors of ERp5-driven insulin aggregation, primary screen, biochemical, turbidity, absorbance 650 nm, single point | inhibition, % at 9.99 µM | Protein disulfide-isomerase A6 (Homo sapiens), Q15084 | 90 min | 350,000 tested, 0.05% active;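 active = mean replicate inhibition above about 25%, with every replicate also reaching it, limit read from the data, passing the limit was not always enough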
Target sequence (Q15084 whole entry, looked up): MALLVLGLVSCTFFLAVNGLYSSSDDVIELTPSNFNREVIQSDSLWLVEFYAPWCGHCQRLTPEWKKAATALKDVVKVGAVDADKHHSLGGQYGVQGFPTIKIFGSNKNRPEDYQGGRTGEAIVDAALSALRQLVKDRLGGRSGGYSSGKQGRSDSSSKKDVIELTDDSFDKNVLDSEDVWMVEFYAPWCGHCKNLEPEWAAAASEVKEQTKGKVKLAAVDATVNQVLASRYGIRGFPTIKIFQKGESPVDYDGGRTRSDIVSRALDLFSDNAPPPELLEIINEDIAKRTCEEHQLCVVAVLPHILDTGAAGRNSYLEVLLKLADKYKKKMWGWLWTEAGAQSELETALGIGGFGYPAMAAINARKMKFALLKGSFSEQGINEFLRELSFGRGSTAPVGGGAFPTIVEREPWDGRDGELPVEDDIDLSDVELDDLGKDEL
miR-122 sensor = miR-122 Renilla sensor signal increase in Huh7, primary screen, miR-122 inhibitor project, cell-based, single point, plate reader. Huh7 miR-122 Renilla luciferase sensor, 48 h; neutral wells = 0, positive control = 100. activation (reporter increase), % at 12.5 µM. 340,000 tested, 0.3% active. AID 602342, 2012;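 active = mean replicate activation score at least 90 and every replicate individually at or above 90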;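 also: higher luciferase means less miR-122 activity so hits act as miR-122 inhibitors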
esBAF inh = Bmi1 luciferase reporter increase in mESCs, primary screen, esBAF inhibitor project, mouse ES cells, Bmi1 luciferase knock-in, single point; 24 h; 100% = twice the neutral-well signal; reporter increase, % at 12.5 µM; 350,000 tested, 2% active; AID 602393, 2012; in the data active = activation above about 40%;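 also: 0% = median of the plate's neutral control wells and 100% = double that signal; a rise in the Bmi1 reporter signal indicates esBAF inhibition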
* = called active by the depositor; . = not tested or not shown; [ ] = remark or other dose.

The opening 5 compounds, to show the layout:
SMILES | Statin myotox sup | ARNT TACC3 PPI | SIRT5 inh | Cneo AK release | ERp5 inh | miR-122 sensor | esBAF inh
COCCNC(=O)C1(C)CCN(C(=O)COc2ccc(Cl)cc2Cl)C1 (stereo unspecified) | 2 | . | 0 | 3 | -7 | . | -3
Brc1ccc(C2=Nc3ccccc3C(c3ccncc3)=NN2)cc1 | . | 2 | 4 | . | -1 | -3 | .
CN1CCCN(S(=O)(=O)c2ccc3c(c2)OCCO3)CC1 | -3 | -2 | . | 0 | . | -10 | -10
COc1ccc(-c2cc(-c3ccccc3)c(C#N)c(=S)[nH]2)cc1 | -7 | -2 | -4 | . | 4 | -2 | -12
C[C@@H]1CN([C@H](C)CO)C(=O)c2cc(C3=CCCCC3)cnc2O[C@H]1CN(C)C(=O)c1cccc(F)c1 | 4 | 3 | -2 | 2 | -4 | 10[16.7 µM] | 1

All compounds of this part, from the start:
SMILES | Statin myotox sup | ARNT TACC3 PPI | SIRT5 inh | Cneo AK release | ERp5 inh | miR-122 sensor | esBAF inh
COCCNC(=O)C1(C)CCN(C(=O)COc2ccc(Cl)cc2Cl)C1 (stereo unspecified) | 2 | . | 0 | 3 | -7 | . | -3
Brc1ccc(C2=Nc3ccccc3C(c3ccncc3)=NN2)cc1 | . | 2 | 4 | . | -1 | -3 | .
CN1CCCN(S(=O)(=O)c2ccc3c(c2)OCCO3)CC1 | -3 | -2 | . | 0 | . | -10 | -10
COc1ccc(-c2cc(-c3ccccc3)c(C#N)c(=S)[nH]2)cc1 | -7 | -2 | -4 | . | 4 | -2 | -12
C[C@@H]1CN([C@H](C)CO)C(=O)c2cc(C3=CCCCC3)cnc2O[C@H]1CN(C)C(=O)c1cccc(F)c1 | 4 | 3 | -2 | 2 | -4 | 10[16.7 µM] | 1
CN1C(=O)CSc2ccc(NC(=O)N3CCC(N4CCCCC4)CC3)cc21 | 8 | 1 | 14 | 3 | 5 | . | -6
O=C(C1CCCN(S(=O)(=O)c2cccc3nsnc23)C1)N1CCc2ccccc21 (stereo unspecified) | 26 | 8 | . | 1 | . | 5 | 7
Oc1cccc(/C=N/N2CCCCC2)c1O | 6 | -4 | 0 | -1 | 2 | -11 | 61*
CC[C@]12c3[nH]c4ccc(OC)cc4c3CCN1C(=O)C(CC(=O)NCc1ccco1)C[C@@H]2C(=O)N1CCN(C(=O)c2ccco2)CC1 (stereo partly specified) | 7 | 0 | -2 | 55 | 6 | 1 | -12
O=C(COC(=O)c1ccco1)NCc1ccccc1Cl | 2 | 0 | -1 | -1 | 5 | -2 | -2
Cc1ccc(N2C(=O)[C@@H]3C(c4cccnc4)=NO[C@@H]3C2=O)cc1 | . | . | 2 | -2 | -3 | 1 | .
CCCNC(=O)[C@@H]1[C@@H](CO)[C@@H]2Cn3c(ccc(-c4cccc(OC)c4)c3=O)[C@H]1N2C(=O)NCCC | -4 | 3 | -29 | 46 | 1 | -3[16.7 µM] | 1
CN(C)CCCNc1ncnc2sc(-c3ccccc3)cc12 | -3 | 11 | -5 | -1 | -3 | -6 | 1
CCNC(=S)N(Cc1ccc2c(c1)OCO2)C1CC(=O)N(c2ccc(OC)cc2)C1=O (stereo unspecified) | . | 27 | . | -1 | . | 8 | .
COCC(=O)N1C[C@H](C)[C@H](OC)CN(C)C(=O)c2cc(NC(=O)NC(C)C)ccc2OC[C@H]1C | -16 | -4 | 0 | 0 | 1 | -26[16.7 µM] | 0
CCCNC(=O)Nc1ccc2c(c1)OC[C@@H](C)N(C(=O)C1CCCCC1)C[C@H](C)[C@@H](OC)CN(C)C2=O | -23 | -7 | -5 | -3 | -4 | 2[16.7 µM] | -3
c1cncc(CNc2ncnc3ccc(-c4ccc5c(c4)OCCO5)cc23)c1 | -17 | -1 | 1 | -2 | 8 | -22 | 1
COc1cc(C(=O)C(O)c2ccc(O)c(OC)c2)ccc1O (stereo unspecified) | 7 | -7 | 7 | 0 | 1 | 11 | 12
O=S(=O)(NCc1ccccc1)c1cccc2nsnc12 | . | -7 | 2 | 0 | -4 | 21 | .
CCCNC(=O)N1[C@H](CO)[C@@H](c2ccc(-c3ccccc3F)cc2)[C@@H]1C#N | 17 | 4 | -1 | -1 | 0 | . | 17
Cc1cc(C)n(CC(O)Cn2ccc3ccccc32)n1 (stereo unspecified) | -1 | -9 | -1 | 0 | 2 | -2 | -1
Cc1cc(C)c(S(=O)(=O)N(C)CC(=O)NCCN2CCOCC2)c(C)c1 | 10 | -2 | -1 | -2 | 1 | -2 | -8
Cc1cc2nc(CCN(C(=S)NCC(C)C)C3CCCC3)[nH]c2cc1C | -38 | -2 | . | 9 | . | 4 | 0
CSc1cccc(NC(=S)N(Cc2ccccc2)Cc2ccccn2)c1 | . | -2 | 0 | . | -4 | . | .
CCCCC(=O)Nc1c(-c2ccc(OC)c(OC)c2)c(=O)c2ccccc2n1C | 6 | -20 | -2 | 2 | -3 | -9 | -5
O=C(CN1C(=O)c2ccccc2C1=O)OC(C(=O)c1ccc(Cl)cc1)c1ccccc1 (stereo unspecified) | 11 | -9 | . | -4 | . | 4 | 0
CN(C(=O)COC(=O)/C=C/c1ccc(C(F)(F)F)cc1)C1CCS(=O)(=O)C1 (stereo unspecified) | . | -6 | -4 | 0 | -3 | . | .
O=C(NC12CC3CC(CC(C3)C1)C2)N1CCN(S(=O)(=O)c2ccc(Cl)cc2)CC1 | . | 1 | . | 0 | . | 3 | 10
O=C(COC(=O)c1cccs1)c1ccccc1 | 18 | -7 | . | -10 | . | -9 | 32
COc1ccc(CC(=O)NC(c2ccccc2)c2ccc(C)cc2)c(OC)c1 (stereo unspecified) | -10 | 0 | -6 | 0 | 1 | . | 4
O=C1CC(/C=C/c2ccc(Cl)cc2)=Nc2ccccc2N1 | 37 | 5 | 2 | -1 | 4 | 5 | 33
CS(=O)(=O)N1CCN(Cc2ccc([N+](=O)[O-])cc2)CC1 | . | -1 | 2 | . | -1 | 0 | .
CSc1nc2c(c(=O)n1-c1ccc(C)cc1)SCC2 | 1 | -3 | . | -4 | . | 5 | -9
COc1cccc(N(CC(=O)NCCN2CCOCC2)S(=O)(=O)c2ccccc2)c1 | 6 | -3 | -2 | -2 | 4 | -2 | -3
CCOC(=O)COc1c(C(=O)OC)sc2ncccc12 | . | 4 | -1 | . | -1 | . | .
C#CCCOC(=O)N1C2=NC(C(=O)OC)=C(C(=O)OC)[C@@H]3N(Cc4ccccc4)c4ccccc4[C@]23C[C@H]1C(=O)OC | -1 | 0 | . | 0 | . | -13 | 1
O=c1ccn2c(n1)SC(c1ccccc1)C2 (stereo unspecified) | 9 | . | . | -4 | -13 | . | -4
Cc1ccc(C(=O)N2CCCC(C(=O)c3ccc(Oc4ccccc4)cc3)C2)cn1 (stereo unspecified) | 4 | 1 | -2 | 11 | -2 | 5 | 2
O=C(CN1CCOc2ccccc21)NCc1ccco1 | -2 | 0 | . | 2 | -2 | 1 | 3
O=c1c2ccccc2oc2cc(C#CC3(O)CCCCC3)ccc12 | 14 | -14 | 1 | -1 | 1 | -5 | -62
Cc1cc(C)c2oc(-c3cccc(N)c3)nc2c1 | 2 | -13 | . | -3 | -1 | 4 | 55*
O=C(CSc1nnc(SCc2ccccc2)s1)NNC(=S)Nc1ccccc1 | 12 | 0 | 0 | 1 | 12 | 15 | -10
O=S(=O)(Nc1cc(S(=O)(=O)N2CCOCC2)ccc1N1CCOCC1)c1ccc2c(c1)OCCO2 | . | -2 | -10 | . | 0 | . | .
C[C@H](NC(=O)[C@H]1[C@H](CO)[C@H]2Cn3c(ccc(-c4ccccc4)c3=O)[C@@H]1N2C)c1ccccc1 | -6 | 3 | -2 | 2 | 1 | 2[16.7 µM] | -2
Cc1c(Cl)cccc1S(=O)(=O)N1CCC(C(=O)NNC(=O)C2CC2)CC1 | . | -6 | -8 | . | 5 | . | .
COc1ccc(/C=C2\SC(=S)N(N3CCOCC3)C2=O)c(OC)c1 | . | -1 | -3 | -3 | 1 | -3 | .
CC(NCc1cccnc1)c1ccccc1 (stereo unspecified) | -9 | 12 | -3 | 0 | 4 | . | 0
C[C@@H]1CN([C@@H](C)CO)S(=O)(=O)c2ccc(C3=CCCCC3)cc2O[C@@H]1CN(C)C(=O)Cc1cccnc1 | -27 | 3 | 1 | -2 | -1 | -24[16.7 µM] | -3
CC1(C)CC(=O)C=C(C(=O)N2CCCC(C(=O)c3cc(F)ccc3F)C2)O1 (stereo unspecified) | -3 | . | -8 | -1 | 5 | -3 | 6
COc1ccc(OC)c(CCNC(=O)c2ccc(CS(=O)(=O)c3ccc(Br)cc3)o2)c1 | -7 | 3 | 10 | 6 | -1 | -4 | 2
CN(C)S(=O)(=O)c1ccc2nnn(O)c2c1 | . | -6 | -1 | 1 | 3 | . | .
COc1cc(C(=O)Nc2ccccc2NC(=O)c2cc(OC)c(OC)c(OC)c2)cc(OC)c1OC | -22 | 2 | -1 | 0 | 4 | 4 | -1
CCC(=O)N[C@@H]1CC[C@@H](CC(=O)NCCN2CCCCC2)O[C@H]1CO | 7 | -2 | 0 | 56 | -1 | 8[16.7 µM] | 1
O=C(CN1C(=O)C(=O)N(C2CCCC2)C1=O)Nc1ccc(F)cc1F | 4 | -2 | -1 | -4 | 4 | -1 | 2
O=C(Cc1ccc(NC(=O)C2CCCN(C(=O)CCc3ccccc3)C2)cc1)Nc1cccc(C(=O)N2CCCCC2)c1 (stereo unspecified) | -4 | -1 | -2 | -1 | 0 | . | 11
COc1cccc(NC(=S)N2CCC(N(C)CC3CCCO3)CC2)c1 (stereo unspecified) | 3 | -2 | . | 7 | . | 4 | 3
O=C(COC(=O)c1ccccc1SCC(=O)N1CCCC1)Nc1ccccc1OC(F)F | 21 | -8 | -3 | 1 | -6 | -1 | -3
COCc1cc(C)nc(SCc2ccc(Cl)cc2)c1C#N | 0 | -11 | -5 | -2 | -3 | -3 | -5
O=C(N/N=C/c1ccccc1O)C1CC(=O)N(c2ccc(F)cc2)C1 (stereo unspecified) | 20 | 22 | -4 | -1 | 0 | -7 | -1
Cc1cc(C)c(NC2=CC(=O)CC(C)(C)C2)c(C#N)c1 | -6 | -9 | . | -1 | . | 3 | -7

Whole records, looked up by structure. Values in the order: Statin myotox sup | ARNT TACC3 PPI | SIRT5 inh | Cneo AK release | ERp5 inh | miR-122 sensor | esBAF inh
O=C(COC(=O)c1ccccc1SCC(=O)N1CCCC1)Nc1ccccc1OC(F)F is listed as 21 | -8 | -3 | 1 | -6 | -1 | -3
COCc1cc(C)nc(SCc2ccc(Cl)cc2)c1C#N is listed as 0 | -11 | -5 | -2 | -3 | -3 | -5

(continued)
SMILES | Statin myotox sup | ARNT TACC3 PPI | SIRT5 inh | Cneo AK release | ERp5 inh | miR-122 sensor | esBAF inh
Cc1cc(C(=O)Nc2cccc3c2O[C@@H](CN(C)CC2CC2)[C@@H](C)CN([C@H](C)CO)C3=O)n(C)n1 | -6 | 3 | 1 | 3 | -2 | 5[16.7 µM] | -3
Cc1n[nH]c(C)c1C(=O)CC1(O)C(=O)N(CCc2ccccc2)c2ccc(Br)cc21 (stereo unspecified) | 18 | 0 | . | 1 | . | -8 | -4
CCN(CC(=O)NCc1ccc(Cl)cc1)C(=O)COc1ccc(Cl)cc1Br | . | -2 | -4 | . | 0 | . | .
CCS(=O)(=O)Nc1ccc2c(c1)C(=O)N(C)C[C@H](OC)[C@H](C)CN(Cc1ccccn1)[C@@H](C)CO2 | -10 | 5 | 6 | 0 | -5 | . | 2
CC(C)C(=O)NCCc1nc(-c2ccc(Cl)cc2)no1 | -1 | -3 | . | 2 | 0 | . | 22
